From PubChem BioAssay
MT stabilizer: microtubule stabilizers in HeLa cells. HeLa tubulin immunostaining HCS, 24 h; share of cells brighter than vehicle mean+2SD. % tubulin-high responders, % at 10 µM. 0.83% of 200,000 active. AID 2205;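 active means plate Z-score above 3 for both tubulin-high and condensed-nucleus cell shares, with cell loss under 80%, at 10 µM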;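 further: anti alpha tubulin signal scored within the nucleus-defined area of each cell; some results filed as inactive read as strong as hits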
b-catenin transl: modulators of beta-catenin nuclear translocation; nuclear translocation activity, % at 5 µM; 0.3% of 190,000 active; HeLa beta-catenin nuclear translocation, immunofluorescence imaging;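 active means nuclear translocation activity above 50% at 5 µM, with a well cell count of 50 or more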;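 further: per-cell ratio of nuclear to cytoplasmic median beta-catenin stain intensity; plate controls were DMSO negative control for no effect and GSK-3 inhibitor IX positive control for full effect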
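Test system: human HeLa cell line; Doses: 5 µM primary, 0.02–20 µM confirmation; Incubation: 24 h compound exposure, 37°C; Detection: beta-catenin immunofluorescence imaging with DAPI; Read-out: beta-catenin nuclear/cytoplasmic ratio, % activation.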
Insulin prom up: MIN6 insulin promoter up-regulation; MIN6 insulin promoter-GFP reporter, high-content imaging; hits give high values; z-score at 5 µM; 0.3% of 190,000 active; AID 1625;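 active means z-score above 3 at 5 µM with at least 500 cells counted in the well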
TNAP activation fold: human TNAP enzyme activators, primary screen, biochemical, luminescent, no phosphate acceptor, uHTS (AID 1001); 0.03% of 200,000 active; purified TNAP, luminescent activation assay, no phosphate acceptor; higher activation fold means a stronger effect; activation fold at 20 µM; hits with a dose series show EC50 in µM; in the data active means activation fold from about 3, or a potency from the dose series; inactive means the rest, 99 in 100 with activation fold below about 1.6; further: many of its hits are not listed in these tables
Autophagy mod: alters autophagy in cells; calls only at 10 µM (by protocol); AID 463193; 0.98% of 190,000 active; MEF GFP-LC3 puncta imaging; test concentration mostly 10 µM;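 active means percentage of spot-positive cells more than 3 SD above its plate mean, without a fluorescence outlier flag or 80% toxicity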;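 further: spot-positive cell cutoff set from DMSO-treated cells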
human PMI inhibitors: human PMI inhibitors, high substrate, primary screen, biochemical, fluorescence intensity, high mannose 6-phosphate (AID 1220) | recombinant PMI enzyme, coupled fluorescence intensity; higher % means a stronger effect | inhibition, % at 20 µM, or IC50 in µM where a hit was titrated | 0.66% of 190,000 active
PMI inhibitors: inhibitors of human PMI, primary screen, biochemical, fluorescence intensity, coupled assay (AID 1209); one-dose inhibition, % at 20 µM; IC50 in µM for titrated hits; purified PMI enzyme, coupled fluorescence intensity; higher % means a stronger effect; 0.42% of 190,000 active;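 further: plate controls were DMSO vehicle for no effect and wells lacking substrate for full effect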
T cell modulator: T cell immune modulators affecting CD8 T cell-vesicle binding | 2C CD8+ T cell-vesicle binding, flow cytometry; hits give low values | calls only at 7 µM | 0.068% of 330,000 active;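 active means response, share of CD8 T cells binding vesicles, and their 90th percentile fluorescence all below set limits, cut at about 80% in these data, passing the limit was not always enough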
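Also added: QL9-peptide-loaded Drosophila micro-vesicles bearing Ld, ICAM-1 and B7-1; Test system: purified 2C TCR transgenic mouse naive CD8+ T cells; Measured by: cytometric PE anti-B7-1 and Alexa647 anti-CD8 signals after 1% paraformaldehyde fixation; Timing: binding step 1.5 h, 37 °C, antibody labelling 20 min, ice.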
Hep lipid drop: hepatic lipid droplet formation modulation; AML12 mouse hepatocytes, oleate lipid droplets, BODIPY imaging; inhibition, % at 6.5 µM; 0.4% of 240,000 active; AID 1656;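 active means lipid droplet intensity inhibited by at least 50%, with more than 500 cells counted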
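Assay system: AML12 mouse liver cells | Compound: 6.5 µM single-point dosing | Schedule: Overnight exposure | Technique: Fluorescence imaging, 20x objective, two fields per well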
Insulin prom up cell count: also measured in Insulin prom up; calls as there; cell count; measured here: cytotoxicity, nuclei count;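 total cells summed across four imaged fields per well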
Hep lipid drop cells 6.5 µM: further read-out of Hep lipid drop, marked with its call; cell count; measured here: cell count, cytotoxicity flag;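 cells counted across two imaged fields per well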
b-catenin transl cell count 5 µM: recorded beside b-catenin transl, whose call it bears; cell count; measured here: cell count, cytotoxicity flag
T cell modulator vesicle-bound %: also measured in T cell modulator; calls as there; double positive events, %; measured here: CD8+ vesicle-bound cell fraction;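 binding gate set so that unloaded-vesicle control wells show 10% double positive cells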
MT stabilizer Hoechst-high %: second read-out of MT stabilizer, no call of its own (marks repeat the call); % Hoechst-high responders; measured here: nuclear condensation Hoechst responders;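 share of cells brighter than vehicle mean plus two SD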
MT stabilizer cytotoxicity %: also measured in MT stabilizer; calls as there; toxicity, %; measured here: cytotoxicity by cell density;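 0% = mean cell density of plate MIN control wells and 100% = no cells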
Autophagy mod cell loss 18 h: recorded beside Autophagy mod, whose call it bears; toxicity, %; measured here: cell loss, nuclei count;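 cell loss after 18 h compound exposure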
Starred values were filed as active, the others as inactive; i = inactive; nt = not tested or not shown. Unless noted, no stated cut-off is given here; in the data, active means inhibition above about 50%; inactive means the rest.

SMILES	MT stabilizer	MT stabilizer Hoechst-high %	MT stabilizer cytotoxicity %	b-catenin transl	b-catenin transl cell count 5 µM	Insulin prom up	Insulin prom up cell count	TNAP activation fold	Autophagy mod	Autophagy mod cell loss 18 h	human PMI inhibitors	PMI inhibitors	T cell modulator	T cell modulator vesicle-bound %	Hep lipid drop	Hep lipid drop cells 6.5 µM
COc1cc2c(cc1NC(=O)CCCCCN1C(=O)CCC1=O)oc1ccccc12	1.1	1.8	8.0	3.9	1196	-0.3	768	1	i	-4	-12%	-6%	i	29	1	732
Cc1onc(C(=O)N2C(C)CCCC2C)c1[N+](=O)[O-] (stereo not given)	2.8	2.6	6.3	-2.3	1108	-0.22	1497	1.1	i	6	-4%	7%	i	55	4	716
Nc1nnc(CSc2ccc(Cl)cc2)s1	2.2	1.7	11	-1.4	883	2.2	1108	1.1	i	8	12%	10%	i	19	nt	nt
CCOC(=O)C1CCN(c2c(NC3CCCc4ccccc43)c(=O)c2=O)CC1 (stereo not given)	2.3	2.5	7.7	0.2	1044	2.3	1443	1.1	nt	nt	13%	16%	i	30	-1	588
COc1ccc(CCNC(=O)Nc2cccc([N+](=O)[O-])c2)cc1	0.8	1.3	2.1	-2.8	1088	-0.07	1509	1.1	i	-12	0%	-1%	i	42	0	642
O=C1/C(=C/c2ccccc2)N=C(N2CCOCC2)N1c1cccc(Cl)c1	1.8	2.7	9.6	1.2	516	-0.28	1052	1	i	24	-14%	-17%	i	45	50	698
CCN1CCCC(Sc2nc3c([nH]2)c(=S)n(C)c(=O)n3C)C1 (stereo not given)	nt	nt	nt	-0.6	1318	-0.67	1061	nt	nt	nt	nt	nt	i	50	-2	701
Cc1ccc(S(=O)(=O)N2CCC(C)CC2)c([N+](=O)[O-])c1	3.5	3.2	6.1	3.7	813	-0.11	1476	1.1	i	-1	3%	-3%	i	42	-28	651
COc1cc(OC)c(C2C(C(=O)N3CCOCC3)=C(C)NC3=C2C(=O)CC(C)(C)C3)cc1OC (stereo not given)	3.1	2.4	5.4	nt	nt	-0.33	983	1.1	i	-2	-10%	-6%	i	34	nt	nt
Cc1ccc(OCC(=O)c2c[nH]c3ccccc23)c([N+](=O)[O-])n1	2.7	2.1	5.5	-0.6	1101	-0.07	1289	0.9	i	33	7%	-12%	i	35	-24	718
O=S(=O)(Nc1nc2ccccc2s1)c1ccc(Cl)s1	2.7	1.6	1.1	-15	1242	nt	nt	1.1	i	0	-11%	2%	i	35	7	783
COc1ccc2[nH]c(C)c(CCNC(=S)Nc3cc(C)ccc3C)c2c1	3.5	1.3	7.7	-0.7	654	0.3	1258	1.1	i	12	17%	10%	i	41	nt	nt
Cc1ccc(NC(=S)N(CCC(C)C)C(C)c2ccncc2)c(Cl)c1 (stereo not given)	nt	nt	nt	-0.1	1388	2	716	nt	nt	nt	nt	nt	i	52	22	668
Cc1cc(C)c(S(=O)(=O)N2C=CC(C(F)(F)F)=NCC2)c(C)c1	1.8	2.1	8.6	-2.6	1064	nt	nt	1	i	-3	-2%	8%	i	18	5	769
O=C(Nc1ccccc1F)C1CCCN(S(=O)(=O)c2ccccc2)C1 (stereo not given)	3.1	2.5	3.6	-3.3	1020	-0.05	1707	1	i	5	4%	3%	i	65	18	645
Cc1ccccc1N1CCN(Cc2nc(Cc3ccccc3F)no2)CC1	nt	nt	nt	-0.2	1274	-0.06	1218	nt	nt	nt	nt	nt	i	26	2	786
Cc1ccc2c(CC(=O)OCc3nc(N)nc(Nc4ccccc4C)n3)coc2c1	8.5	3.1	11	-2.9	1406	-0.2	1442	1.1	i	-60	17%	18%	i	18	nt	nt
C[C@H](NC(=O)Nc1ccc2c(c1)OCCO2)C(=O)O	5.1	2.4	4.5	-4.4	1029	0.06	1335	1.2	i	9	6%	2%	i	48	nt	nt
COCCn1c(CCC(=O)O)nc2c1c(=O)[nH]c(=O)n2CC(C)C	1.8	1.3	1.8	-3.6	860	0.34	1159	1.1	i	-10	-6%	-8%	i	35	nt	nt
CCSc1sccc1C1C(C#N)=C(N)N(c2cccnc2)C2=C1C(=O)CCC2 (stereo not given)	1.2	1.4	1.4	-0.7	1112	-0.55	1287	1.1	i	9	5%	12%	i	33	-37	515
CCOC(=O)CCc1c(C)c(C#N)c2nc3ccccc3n2c1-n1ccnc1C	3.7	2.0	9.5	0.0	1059	nt	nt	1.1	i	1	4%	2%	i	53	8	646
CCc1ccc(-c2csc(NC(=O)C3=NN(c4ccccc4)C(=O)CC3)n2)cc1	7.2	25	21	-2.2	984	-0.56	900	0.9	i	22	0%	4%	i	53	-21	631
Cc1cnc(NS(=O)(=O)c2ccc(Cl)cc2)c(Br)c1	nt	nt	nt	-0.1	1306	0.39	1001	nt	nt	nt	nt	nt	i	37	-22	553
Cc1ccc(-n2[nH]c(C)c(C=Nc3ccc(S(=O)(=O)Nc4nc(C)cc(C)n4)cc3)c2=O)c(C)c1	2.7	3.8	5.2	-2.7	1032	0.59	1485	1	i	13	-1%	1%	i	45	-1	585
O=C(CSc1cn(CCNC(=O)c2cccs2)c2ccccc12)NC1CCCCC1	2.7	3.1	9.0	-2.2	1175	1.1	2033	1.2	i	9	14%	20%	i	24	-13	598
Nn1c(SCC(=O)N2CCOCC2)nnc1-c1ccc(Cl)cc1Cl	1.5	1.8	9.5	0.9	1128	-0.18	972	1	i	9	6%	1%	i	18	nt	nt
CN(CC(=O)NC1CCCc2ccccc21)S(=O)(=O)c1ccc2c(c1)c(=O)n(C)c(=O)n2C (stereo not given)	4.3	2.9	6.2	nt	nt	0.33	875	1.2	i	-3	0%	4%	i	22	nt	nt
CCc1ccc(C(=O)NNc2cc(Cl)ccc2Cl)cc1	nt	nt	nt	0.8	1300	-0.27	1358	nt	nt	nt	nt	nt	i	32	5	747
Cc1ccc2nc(NCc3ccccc3)c(C#N)cc2c1	nt	nt	nt	-0.6	1350	-0.25	1019	nt	nt	nt	nt	nt	i	16	4	708
Cc1ccccc1N=C(NOCc1ccc(Cl)cc1Cl)c1nonc1N	1.8	2.0	6.0	nt	nt	0.29	886	1.1	i	4	-6%	-2%	i	45	-26	769
COc1ccc(NC(=O)c2ccc(-n3cncn3)c([N+](=O)[O-])c2)cc1	2.6	2.4	6.6	2.9	842	0.34	1550	0.9	i	11	4%	-2%	i	61	4	687
CCc1c(C)sc(NC(=O)c2cccs2)c1C(=O)OC(C)C	4.2	2.9	19	-3.8	878	-0.58	1157	1	i	40	-6%	1%	i	36	nt	nt
c1ccc(-c2ccc(-c3nc(-c4ccncc4)no3)cc2)cc1	4.5	2.6	0.4	1.6	1211	0.73	1124	1.1	i	0	-2%	0%	i	24	nt	nt
C=CCn1cc(C(=O)OCC)c(=O)c2ccc(F)cc21	3.8	1.5	7.4	-0.3	999	-0.3	1614	1.1	i	14	-13%	-5%	i	29	18	651
CSCCC(NS(=O)(=O)c1ccc(Cl)cc1)C(=O)OCC(=O)N(C(C)C)C(C)C (stereo not given)	2.0	1.5	7.5	nt	nt	0.8	904	1.1	i	-8	-9%	-4%	i	18	-12	841
CN(C)CC(C)(C)CN=Cc1c(O)[nH]c2ccccc12	nt	nt	nt	-1.7	1259	-0.3	1103	nt	nt	nt	nt	nt	i	18	-3	616
COC(=O)c1nnn(CC(=O)NC(=O)Nc2cccc(Cl)c2C)c1C(=O)OC	2.3	2.2	7.8	-0.3	1118	-0.27	1284	1.1	i	1	-1%	-4%	i	32	0	687
CS(=O)(=O)Nc1ccc(C(=O)Nc2ccc3c(c2)OCCO3)cc1	2.4	1.9	11	nt	nt	-0.27	861	1.1	i	-4	0%	7%	i	10	6	840
COc1ccc2c(c1)C=C(C(=O)OCc1cccnc1)CO2	6.2	2.2	2.0	-0.3	1086	0.25	1152	1	i	-5	14%	8%	i	45	2	705
O=C(CN1CCCC1)N/N=C/c1ccc(-c2cccc(Cl)c2)o1	2.0	1.7	8.7	0.5	1344	2.6	1363	0.9	i	34	17%	13%	i	50	nt	nt

Some of the entries so far, field by field:
c1ccc(-c2ccc(-c3nc(-c4ccncc4)no3)cc2)cc1
  MT stabilizer = 4.5 | MT stabilizer Hoechst-high % = 2.6 | MT stabilizer cytotoxicity % = 0.4 | b-catenin transl = 1.6 | b-catenin transl cell count 5 µM = 1211 | Insulin prom up = 0.73 | Insulin prom up cell count = 1124 | TNAP activation fold = 1.1 | Autophagy mod = i | Autophagy mod cell loss 18 h = 0 | human PMI inhibitors = -2% | PMI inhibitors = 0% | T cell modulator = i | T cell modulator vesicle-bound % = 24 | Hep lipid drop = nt | Hep lipid drop cells 6.5 µM = nt

C=CCn1cc(C(=O)OCC)c(=O)c2ccc(F)cc21
  MT stabilizer = 3.8 | MT stabilizer Hoechst-high % = 1.5 | MT stabilizer cytotoxicity % = 7.4 | b-catenin transl = -0.3 | b-catenin transl cell count 5 µM = 999 | Insulin prom up = -0.3 | Insulin prom up cell count = 1614 | TNAP activation fold = 1.1 | Autophagy mod = i | Autophagy mod cell loss 18 h = 14 | human PMI inhibitors = -13% | PMI inhibitors = -5% | T cell modulator = i | T cell modulator vesicle-bound % = 29 | Hep lipid drop = 18 | Hep lipid drop cells 6.5 µM = 651

The list goes on:
SMILES	MT stabilizer	MT stabilizer Hoechst-high %	MT stabilizer cytotoxicity %	b-catenin transl	b-catenin transl cell count 5 µM	Insulin prom up	Insulin prom up cell count	TNAP activation fold	Autophagy mod	Autophagy mod cell loss 18 h	human PMI inhibitors	PMI inhibitors	T cell modulator	T cell modulator vesicle-bound %	Hep lipid drop	Hep lipid drop cells 6.5 µM
CC(=O)N(C1=C(N)C(=O)c2ccccc2C1=O)C(C)C	3.3	1.6	12	-3.4	1216	0.08	1247	1	i	0	54%*	-5%	i	48	25	661
C=CCNc1nc2c(c(=O)n(C)c(=O)n2C)n1CC(=C)C	nt	nt	nt	3.1	1024	0.1	539	nt	nt	nt	nt	nt	i	55	2	678
Cn1cnc([N+](=O)[O-])c1Nc1ccc(O)cc1	2.3	1.7	7.2	3.1	1387	0.02	1422	0.8	i	-30	25%	8%	i	58	nt	nt
O=C(Cn1nnc2ccccc21)Nc1ccc([N+](=O)[O-])cc1	nt	nt	nt	-1.6	1381	-0.41	1164	nt	nt	nt	nt	nt	i	8	0	753

This is a random part of the collection; about 2.9% have a hit in one of these screens.
